Statin myotox sup: suppressors of statin myotoxicity in C2C12 myotubes, primary screen, cell-based, single point, plate reader; C2C12 myotubes + simvastatin, ATP luminescence, 48 h; scaled: DMSO 0, geranylgeraniol control 100; rescue of ATP level, % at 7.49 µM; 330,000 tested, 0.78% active; AID 602340, 2012;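 active means mean ATP rescue above about 67%, or every replicate alone reaching that limit, limit read from the data, passing the limit was not always enough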;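 further: myotubes were challenged with 10 µM simvastatin during compound exposure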
Cneo AK release: Cryptococcus neoformans cell lysis inducers, primary screen, AK release luminescence, single concentration. C. neoformans lysis, adenylate kinase release luminescence, 4 h; normalised: neutral wells 0, clomiphene wells 100. lysis activity, % at 15 µM. 360,000 tested, 0.2% active. AID 651654, 2012;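 active means mean lysis activity across replicates of at least 80%, whatever share of replicates individually reach that level; inactive means mean lysis activity below 80%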
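Schedule: static 4 h at 37 °C with compound, 1 h detection; system: C. neoformans cells; benchmarks: Clomiphene as positive control; buffer or medium: fresh YPD medium; measure: luminescence rise reflecting yeast cell lysis; measured by: luminescent adenylate kinase detection reagent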
esBAF inh: Bmi1 luciferase reporter increase in mESCs, primary screen, esBAF inhibitor project, mouse ES cells, Bmi1 luciferase knock-in, single point; 24 h; 100% = twice the neutral-well signal; 350,000 tested, 2% active; AID 602393, 2012; reporter increase, % at 12.5 µM; in the data active means activation above about 40%;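 further: 0% = median of the plate's neutral control wells and 100% = double that signal; a rise in the Bmi1 reporter signal indicates esBAF inhibition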
SIRT5 block: SIRT5 desuccinylase inhibitors, primary screen, biochemical, fluorescence imaging, single point, set 5; Purified SirT5, succinyl-peptide AMC, trypsin-coupled fluorescence; inhibition, % at 15 µM; 330,000 tested, 1.1% active; in the data active means inhibition above about 15%
Target sequence (Q9NXA8 whole entry, looked up): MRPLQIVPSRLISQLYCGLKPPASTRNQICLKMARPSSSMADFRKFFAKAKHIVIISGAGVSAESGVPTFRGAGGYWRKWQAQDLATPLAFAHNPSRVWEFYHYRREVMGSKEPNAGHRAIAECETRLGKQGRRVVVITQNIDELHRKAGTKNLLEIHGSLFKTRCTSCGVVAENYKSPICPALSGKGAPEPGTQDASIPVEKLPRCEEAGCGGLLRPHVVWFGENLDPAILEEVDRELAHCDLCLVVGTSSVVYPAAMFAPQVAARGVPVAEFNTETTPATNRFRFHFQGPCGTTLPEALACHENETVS
miR-122 sensor: miR-122 Renilla sensor signal increase in Huh7, primary screen, miR-122 inhibitor project, cell-based, single point, plate reader; 340,000 tested, 0.3% active; Huh7 miR-122 Renilla luciferase sensor, 48 h; neutral wells = 0, positive control = 100; activation (reporter increase), % at 12.5 µM; AID 602342, 2012;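 active means mean replicate activation score at least 90 and every replicate individually at or above 90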;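 further: higher luciferase means less miR-122 activity so hits act as miR-122 inhibitors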
ERp5 block: inhibitors of ERp5-driven insulin aggregation, primary screen, biochemical, turbidity, absorbance 650 nm, single point; 90 min; Protein disulfide-isomerase A6 (Homo sapiens), Q15084; 350,000 tested, 0.05% active; inhibition, % at 9.99 µM;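 active means mean replicate inhibition above about 25%, with every replicate also reaching it, limit read from the data, passing the limit was not always enough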
Target sequence (Q15084 whole entry, looked up): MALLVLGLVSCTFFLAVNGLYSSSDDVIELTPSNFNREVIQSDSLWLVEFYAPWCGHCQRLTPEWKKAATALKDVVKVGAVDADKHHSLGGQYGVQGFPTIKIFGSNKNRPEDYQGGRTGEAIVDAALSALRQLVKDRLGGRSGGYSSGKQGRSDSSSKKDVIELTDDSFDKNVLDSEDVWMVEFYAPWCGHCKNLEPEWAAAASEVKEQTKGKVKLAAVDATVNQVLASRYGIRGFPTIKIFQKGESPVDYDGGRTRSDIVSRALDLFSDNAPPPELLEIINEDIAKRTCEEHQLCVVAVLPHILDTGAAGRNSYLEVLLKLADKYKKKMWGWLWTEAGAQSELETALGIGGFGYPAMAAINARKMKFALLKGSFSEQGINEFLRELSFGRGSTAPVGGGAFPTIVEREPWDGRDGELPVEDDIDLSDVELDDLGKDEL
ARNT TACC3 PPI: disruptors of ARNT/TACC3 protein interaction, primary screen, biochemical, AlphaScreen, single concentration | AlphaScreen His-ARNT PAS-B/GST-TACC3 binding, luminescence; TACC3 fragment carries E629A point mutation | 390,000 tested, 0.66% active | AID 623870, 2012 | inhibition, % at 9.99 µM | Transforming acidic coiled-coil-containing protein 3 (Homo sapiens), Q9Y6A5;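 active means mean inhibition of replicates at least 50% and at least half of replicates each reaching 50%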;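 further: 0% = complete ARNT plus TACC3 wells and 100% = ARNT alone without TACC3; many hits fall short of the cut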
Starred values were filed as active, the others as inactive; · = not tested or not shown; & = joins results of further samples; [ ] = remark or other dose.

Each structure is followed by: Statin myotox sup, Cneo AK release, esBAF inh, SIRT5 block, miR-122 sensor, ERp5 block, ARNT TACC3 PPI
[1] CCOC(=O)N1CCN(C(=O)/C=C/c2cccc([N+](=O)[O-])c2)CC1
 : ·, ·, ·, -3, ·, 1, -9
[2] O=C1c2ccccc2NC(c2ccc(Cl)cc2Cl)N1O (configuration not stated)
 : -4, -1, -2, ·, -14, ·, 10
[3] Cc1cc(C)c2c(n1)sc1c(=O)n(Cc3ccc(F)cc3)cnc12
 : 7, ·, 2, -1, -6, 4, -9
[4] CC(Sc1nnc(COc2ccc(Cl)cc2)n1-c1ccccc1)C(=O)O (configuration not stated)
 : 4, 2, -3, -2, -8, -4, -21
[5] CCN(CC)c1ncnc2c1ncn2[C@H]1CN(C2CCCC2)C[C@@H](CO)O1
 : 7, 2, -15, -1, -7, -5, ·
[6] O=C(COc1ccccc1)Nc1ccc(-c2nnc(-c3ccco3)o2)cc1
 : -10, 4, 35, ·, 3, ·, 7
[7] CCN(CC)c1ccc(C(=O)O)cc1
 : ·, ·, ·, -4, ·, 0, 0
[8] CC1(C)CC(=O)C=C(N=CC2=C(O)CC(C)(C)CC2=O)C1
 : -4, 1, 2, ·, 13, ·, 5
[9] CN(Cc1ccc(F)cc1)Cc1nc(-c2ccccc2)no1
 : -4, 1, -2, -3, -5, -6, 6
[10] CC(C)N(Cc1ccccc1)C(=O)COC(=O)c1ccccc1SCC(=O)N1CCCC1
 : 24, ·, 1, 2, ·, 2, -2
[11] CO[C@@H]1CN(C)C(=O)c2ccc(NC(=O)C3CCC3)cc2OC[C@@H](C)N(S(=O)(=O)c2ccc(Cl)cc2)C[C@H]1C
 : 11, 0, 10, 5, -5[16.7 µM], 5, -5
[12] CCCCNC(=O)C1CCCN1C(=O)Nc1cccc(OC)c1 (configuration not stated)
 : -5, ·, 9, ·, -4, ·, -2
[13] C=CCn1c(SCC(=O)N(CC)C2CCS(=O)(=O)C2)nc2sc3c(c2c1=O)CCC3 (configuration not stated)
 : -8, 3, -1, 0, -11, -1, 2
[14] COc1ccc(Sc2cc(C(F)(F)F)nc(-c3ccccn3)n2)cc1
 : -9, 5, -5, ·, -7, ·, -4
[15] COc1cc(C=O)ccc1OC(=O)c1ccc(C(C)C)cc1
 : 6, 1, 1, -3, 2, 3, 15

More compounds follow:
Each structure is followed by: Statin myotox sup, Cneo AK release, esBAF inh, SIRT5 block, miR-122 sensor, ERp5 block, ARNT TACC3 PPI
[16] O=C(C[C@@H]1C=C[C@H](NS(=O)(=O)c2ccc(F)cc2)[C@@H](CO)O1)N1CCN(c2ccccc2)CC1
 : -4, 0, 2, -1, 3[16.7 µM], -5, -2
[17] COc1ccc(S(=O)(=O)N2CCC(C(=O)NCc3cccnc3)CC2)cc1C
 : 2, 2, -7, 1, -1, 2, ·
[18] Cc1cc(NC(=O)COC(=O)CNS(=O)(=O)c2c(F)cc(F)cc2Br)no1
 : 1, 1, -5, -3, 5, 0, -1
[19] CC(C)NC(=O)Nc1ccc2c(c1)CC(=O)N([C@@H](C)CO)C[C@@H](C)[C@@H](CN(C)S(=O)(=O)c1ccc(F)cc1)O2
 : -7, 4, 3, 2, -1[16.7 µM], 3, -1
[20] O=C1[C@H]2[C@@H](c3ccc(C(F)(F)F)cc3)N[C@]3(CCCN(Cc4ccc(Br)cc4)C3=O)[C@H]2C(=O)N1Cc1ccccc1
 : 23, 0, -6, -4, -8, -8, ·
[21] CCOC(=O)CSC1=C(C#N)C(c2ccco2)C(C(=O)Nc2cccc(C(F)(F)F)c2)=C(C)N1 (configuration not stated)
 : -9, ·, -3, ·, -12, ·, -4
[22] CCN1CCN(c2c(Cl)cccc2NC(=O)c2ccc(Br)o2)CC1
 : -2, -1, 4, ·, -4, ·, 6
[23] CCCCNS(=O)(=O)NC(=O)C1=C(N2CCCC2)COC1=O
 : 5, 1, 8, -2, ·, -1, -1
[24] C[C@H]1CN([C@@H](C)CO)C(=O)c2cccc(NC(=O)C3CCOCC3)c2O[C@H]1CN(C)Cc1ccc(C(F)(F)F)cc1
 : -16, 4, -3, 1, 7[16.7 µM], 0, -4
[25] Cc1ccc(-c2ccc3c(c2)O[C@@H](CN(C)Cc2cccc(C(=O)O)c2)[C@H](C)CN([C@@H](C)CO)S3(=O)=O)cc1
 : 7, 2, 3, 6, -3[16.7 µM], -1, -5
[26] O=C(N/N=C/C(Cl)=C/c1ccccc1)c1ccccn1
 : ·, ·, ·, -1, ·, -3, 6
[27] O=C(CSc1ccsc1[N+](=O)[O-])N1CCN(c2ccccn2)CC1
 : ·, 2, ·, 11, 0, -5, 7
[28] O=C(CSc1nnc(-c2ccncc2)n1C1CCCCC1)Nc1cccc(O)c1
 : 64, 2, 1, -7, -2, 0, 1
[29] O=C(CSc1cn[nH]n1)Nc1nc2ccccc2s1
 : -20, -13, 28, -3, 8, 2, 2
[30] CC(NC(=O)COC(=O)CCc1ccccc1)c1ccccc1 (configuration not stated)
 : ·, 8, ·, ·, -2, ·, -7

Rewritten in transposed form: part of the list above
20: O=C1[C@H]2[C@@H](c3ccc(C(F)(F)F)cc3)N[C@]3(CCCN(Cc4ccc(Br)cc4)C3=O)[C@H]2C(=O)N1Cc1ccccc1
18: Cc1cc(NC(=O)COC(=O)CNS(=O)(=O)c2c(F)cc(F)cc2Br)no1
Assay by compound | 20 | 18
Statin myotox sup | 23 | 1
Cneo AK release | 0 | 1
esBAF inh | -6 | -5
SIRT5 block | -4 | -3
miR-122 sensor | -8 | 5
ERp5 block | -8 | 0
ARNT TACC3 PPI | · | -1

The list continues.
Each structure is followed by: Statin myotox sup, Cneo AK release, esBAF inh, SIRT5 block, miR-122 sensor, ERp5 block, ARNT TACC3 PPI
[31] O=C(CCCc1ccccc1)NCc1ccccn1
 : -13, 1, 3, ·, -1, ·, -4
[32] CCCC(=O)Nc1ccc2c(c1)C(=O)N(C)C[C@@H](OC)[C@@H](C)CN(C(=O)C1CCCC1)[C@H](C)CO2
 : -1, 2, -5, 4, ·, -5, -2
[33] CCOC(=O)C1(CC2CC2)CCN(C(=O)c2cc(C3CC3)nc3ccccc23)CC1
 : 6, 0, 10, 4, 0, -3, 0
[34] CSc1nc(N2CCN(c3ccccc3Cl)CC2)c2ccccc2n1
 : -4, 1, 3, -12, 2, 1, 0
[35] CCNC(=O)CC1C(=O)N(c2cccc(C)c2)C(=O)N1CCC(C)C (configuration not stated)
 : 2, 2, 1, -4, -3, 2, 2
[36] COc1cc(C(NC(C)=O)NC(C)=O)ccc1OCc1ccccc1
 : ·, ·, ·, 0, -1, -6, -10
[37] O=C(Cn1ccc(NC(=O)OCc2ccccc2)nc1=O)NCc1ccc2c(c1)OCO2
 : 7, -2, -8, 1, 1, -3, -5
[38] C=CCn1c(=O)c(C(=O)NC2CC2)c(O)c2cc(OC)c(OC)cc21
 : 0, 2, -5, -9, ·, -10, -5
[39] COc1ccc(-c2csc(C(C)(O)c3cccnc3)n2)cc1 (configuration not stated)
 : 8, -3, 6, -1, 1, -9, ·
[40] O=C(NCc1cc(F)cc(F)c1)[C@H]1[C@H](CO)[C@H]2Cn3c(cccc3=O)[C@@H]1N2
 : -19, -1, 6, -1, ·, -3, 4
[41] O=C(NC1CCCN(Cc2ccccc2F)C1)c1cccs1 (configuration not stated)
 : -8, 0, -1, -1, 0, -1, -1
[42] COc1ccc(CCNCc2cc(C)n(-c3ccc(OC)cc3)c2C)cc1
 : 8, -1, -1, -5, -2, 5, 11
[43] Cc1noc(C)c1NC(=O)N(C)C[C@@H]1OCCCC[C@H](C)Oc2ccc(NC(=O)c3ccccc3)cc2C(=O)N([C@@H](C)CO)C[C@H]1C
 : ·, 20, 2, -3, -4[16.7 µM], 2, 4
[44] O=C1Nc2cc(C(=O)NCCN3CCCCCC3)ccc2S/C1=C\c1ccccc1
 : 5, 1, -11, 0, 3, 1, 16
[45] C[C@@H]1CN([C@H](C)CO)C(=O)CCCn2nncc2CO[C@@H]1CN(C)S(=O)(=O)c1ccc(F)cc1
 : 9&13&-25, -2&-2&5, -4&-2&-5, 0&0&-3, -7, -6&1&1, -6&0

Shown in transposed form: entries from further up.
40. O=C(NCc1cc(F)cc(F)c1)[C@H]1[C@H](CO)[C@H]2Cn3c(cccc3=O)[C@@H]1N2
41. O=C(NC1CCCN(Cc2ccccc2F)C1)c1cccs1 (configuration not stated)

assay / entry	40	41
Statin myotox sup	-19	-8
Cneo AK release	-1	0
esBAF inh	6	-1
SIRT5 block	-1	-1
miR-122 sensor	·	0
ERp5 block	-3	-1
ARNT TACC3 PPI	4	-1

Single records, as listed above.
Entry for O=C(NCc1cc(F)cc(F)c1)[C@H]1[C@H](CO)[C@H]2Cn3c(cccc3=O)[C@@H]1N2 → Statin myotox sup: -19; Cneo AK release: -1; esBAF inh: 6; SIRT5 block: -1; miR-122 sensor: ·; ERp5 block: -3; ARNT TACC3 PPI: 4
Entry for C=CCn1c(=O)c(C(=O)NC2CC2)c(O)c2cc(OC)c(OC)cc21 → Statin myotox sup: 0; Cneo AK release: 2; esBAF inh: -5; SIRT5 block: -9; miR-122 sensor: ·; ERp5 block: -10; ARNT TACC3 PPI: -5

Continuation.
Each structure is followed by: Statin myotox sup, Cneo AK release, esBAF inh, SIRT5 block, miR-122 sensor, ERp5 block, ARNT TACC3 PPI
[46] O=C(c1ccc(CS(=O)Cc2ccccc2Cl)o1)N1CCN(C2CCCCC2)CC1 (configuration not stated)
 : -4, 7, -13, -3, -4, 12, 3
[47] O=C(NCC1CCCO1)NC1CCCCC1 (configuration not stated)
 : -3, 3, 2, ·, -3, ·, -21
[48] CCOC(=O)C1=CN(C)CCC1=O
 : 11, -2, -5, 0, ·, -1, -2
[49] C[C@H](CO)N1C[C@H](C)[C@@H](CN(C)C(=O)C2CCC2)Oc2cc(-c3cccnc3)ccc2S1(=O)=O
 : -7, 1, 4, -3, -3[16.7 µM], 1, -5
[50] COc1ccc(CCNC(=O)CCCn2c(=S)[nH]c3cc4c(cc3c2=O)OCO4)cc1OC
 : -6, 0, 0, -8, -5, 4, ·
[51] CC1Cc2cc(/C(O)=C3/C(=O)C(=O)N(CCN4CCOCC4)C3c3ccc(C(C)C)cc3)ccc2O1 (configuration not stated)
 : ·, -1, ·, ·, -2, 8, -6
[52] O=C(NC1CC1)c1cccc(-c2cncc3nccn23)c1
 : 7, 0, 4, -19, 0, 1, ·
[53] O=C(CN1CCN(Cc2ccccc2Cl)C1=O)NCc1ccco1
 : 0, ·, 8, ·, -2, ·, -22
[54] Cc1cc(Nc2ccccc2C(=O)O)n(-c2cccc(Cl)c2)n1
 : ·, ·, ·, -1, ·, 5, 24
[55] COc1ccc(CN2CCN(C(=O)c3cc(C4CC4)nn3-c3ccccc3)CC2)cc1F
 : -12, -2, 12, 2, -17, 8, -13
[56] Cc1n[nH]c(=O)c2c1nnn2Cc1ccccc1Cl
 : -17, 0, 4, -5, -2, 3, -2
[57] O=C(NCCSc1c[nH]c2ccccc12)c1ccc(Br)o1
 : 2, 0, -3, 2, -2, -1, 6
[58] O=C1c2ccccc2NC(c2ccc(-c3ccc(Br)cc3)o2)N1O (configuration not stated)
 : ·, -6, ·, 1, -3, 1, 3
[59] O=C1CCC/C(=N/NC(=O)C2CCN(S(=O)(=O)c3cccs3)CC2)C1
 : 3, ·, -8, -1, -14, -16, 4
[60] Cc1ccc(OCCn2cnc(Cl)c2Cl)cc1
 : ·, ·, ·, 3, ·, -2, 28
[61] N#C[C@@H]1[C@@H](c2ccc(C#CC3CCCC3)cc2)[C@H](CO)N1S(=O)(=O)c1ccccc1
 : 61, 7, 6, 0, ·, 0, 25
[62] CO[C@H]1CN(C)C(=O)c2ccc(NC(=O)c3cc(C)on3)cc2OC[C@@H](C)N(C)C[C@H]1C
 : -5, 1, 2, -3, ·, 2, -9
[63] FC(F)(F)c1cnc(-c2cnc3c(-c4ccc(Cl)cc4)cnn3c2)c(Cl)c1
 : -8, -6, -4, ·, 1, ·, -1

Screening data: PubChem, Broad Institute
